# HT1080-NT tox: kills 2HG-producing HT-1080-NT fibrosarcoma cells. HT-1080-NT fibrosarcoma viability, CellTiter-Glo ATP luminescence, 48 h. AID 686970. hit rate 1.6% among 360,000. Potency, µM (titrated, usually from 46.1 µM), for the others: at the highest dose activity, negative = less viability, hits mostly cytotoxic;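 also: NT is the 2HG producing partner of a matched IDH1 knockdown line; potency is read from the fitted curve at half-maximal effect; 0% = DMSO-treated cells and -100% = media-only wells without cells; nearly all actives have a fitted effect of over 55% in size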
#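 Read-out is CellTiter-Glo luminescence after 10 minutes at room temperature, following 48 hours' compound treatment of HT-1080-NT cells (750 cells/well, RPMI, 5% FBS, 37 degrees C).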
# IL1B secr inh: blocks inflammasome-driven IL-1 beta release. THP-1 LPS/ATP IL-1B secretion, AlphaLISA, 16 h; active compounds read low. activity change, % at 57.5 µM. hit rate 4.7% among 360,000. AID 743279; in the data active = activity change below about -50%; inconclusive = mostly about -30% to -49%; also: % is scaled to controls: 0 for no effect and ±100 for the full control effect
#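 THP-1 cells pretreated 1 hr with compounds (up to 57.5 uM final), then stimulated with LPS (250 ng/mL final) plus ATP (1.25 mM final); secreted IL-1B measured by AlphaLISA after 16 hr, decreased signal indicating inhibition.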
# ATXN2 expr inh: inhibitors of ATXN2 expression. Potency, µM (highest dose often 57 µM), for the others: at the highest dose activity change, negative = inhibition, hits mostly inhibitors. HEK-293 ATXN2-luciferase reporter, luminescence, 24 h. AID 1745845. hit rate 0.72% among 360,000; also: potency is read from the fitted curve at half-maximal effect; % is scaled to controls: 0 for no effect and ±100 for the full control effect; nearly all actives have a fitted effect of over 55% in size
#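 qHTS (up to 57 uM final) was run with 24 h compound exposure of reporter cells at 37 °C. Each well was multiplexed: SteadyGlo luminescence measured ATXN2-luciferase expression after a fluorogenic Gly-Phe-AFC viability readout (25 uM final).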
# MCF10A rereplic: inducers of DNA re-replication in MCF 10A breast cells; MCF 10A DNA re-replication, Hoechst nuclear intensity, 48 h; Potency, µM (top dose mostly 46.1 µM), for inactives: at the highest dose activity, positive = re-replication, actives largely listed as activators; hit rate 2.9% among 350,000; AID 624296; also: potency is read from the fitted curve at half-maximal effect; % of control where 0% means no effect; nearly all actives have a fitted effect of over 50% in size
# KB-3-1 cytotox: KB-3-1 parental cell cytotoxicity; KB-3-1 viability, CellTiter-Glo ATP luminescence, 72 h; Potency, µM (highest dose often 46.1 µM), for the others: top-dose activity change, negative = cytotoxic, hits mostly cytotoxic; hit rate 1.4% among 400,000; also: potency is read from the fitted curve at half-maximal effect; % is scaled to controls: 0 for no effect and ±100 for the full control effect; nearly all actives have a fitted effect of over 60% in size
#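 KB-3-1 cells, DMEM (no phenol red) + 10% FBS; compound by pin transfer, 72 h, 37 °C. Readout: CellTiter-Glo luminescence after 10 min. Data normalized, curve-fitted.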
# WRN helicase inh: blocks human WRN helicase; Q14191; WRN helicase unwinding, fluorescent forked duplex, kinetic; Potency, µM (series often up to 114 µM), for the others: at the highest dose activity change, negative = inhibition, actives largely listed as inhibitors; hit rate 0.46% among 360,000; also: potency is read from the fitted curve at half-maximal effect; % is scaled to controls: 0 for no effect and ±100 for the full control effect; nearly all actives have a fitted effect of over 55% in size
#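 WRN at 20 nM final was preincubated with compound for 15 min at room temperature; reaction started with 100 nM forked duplex oligonucleotide carrying fluorophore and quencher plus 2 mM ATP (final). Unwinding followed kinetically by red fluorescence (ex 525/em 598 nm).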
# SW480 rereplic: DNA re-replication induction in SW480 cells | hit rate 1.8% among 340,000 | Potency, µM (highest dose often 46.1 µM), inactives show at the top dose re-replication activation, most hits filed as activators | SW480 DNA re-replication, Hoechst DNA content imaging, 48 h; also: potency is read from the fitted curve at half-maximal effect; % of control where 0% means no effect; nearly all actives have a fitted effect of over 55% in size
#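 First, 250 cells per well were seeded. Next, compound or vehicle (23 nL) was pinned in, plates sat 48 hr at 37 C. Finally Hoechst was added for 40 min before fluorescence scanning.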
# HT1080 IDH1KD tx: kills HT-1080 cells with IDH1 knockdown; HT-1080 IDH1 knockdown viability, ATP luminescence, 48 h; Potency, µM (doses to about 46.1 µM), without a hit: at the top dose activity, negative = toxicity, usual class: cytotoxic; hit rate 2% among 360,000;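 also: potency is read from the fitted curve at half-maximal effect; 0% = DMSO wells and -100% = cell-free medium wells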
#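 Cytotoxicity counter-line: IDH1KD HT-1080, 48 h, CellTiter-Glo. Curves classed by r2, magnitude and activity.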
# KB-V1 cytotox: KB-V1 MDR subline cytotoxicity; KB-V1 MDR cells viability, CellTiter-Glo, 72 h; Potency, µM (series often up to 46.1 µM), without a hit: at the top dose activity change, negative = cytotoxicity, hits mostly cytotoxic; hit rate 3.4% among 400,000; AID 1347076; also: potency is read from the fitted curve at half-maximal effect; % is scaled to controls: 0 for no effect and ±100 for the full control effect; nearly all actives have a fitted effect of over 60% in size
#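 Cells of the MDR subline KB-V1 are plated, dosed with compound at multiple concentrations, and incubated 72 h at 37 degrees C; CellTiter-Glo is then added and luminescence read after 10 min.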
# Numbers without * were called inactive; ? = inconclusive; nt = no result given; & = joins results of further samples; [ ] = another dose, or the depositor's remark. Unless noted, calls follow the shape of the dose curve; as a rule, active = well fitted curve in the direction sought with a large enough effect; inconclusive = small, poorly fitted or top-dose-only effect, or another doubt; inactive = no such curve, though single readings can be large; an effect the other way counts as inactive or inconclusive.
cpd	molecule	HT1080-NT tox	IL1B secr inh	ATXN2 expr inh	MCF10A rereplic	KB-3-1 cytotox	WRN helicase inh	SW480 rereplic	HT1080 IDH1KD tx	KB-V1 cytotox
1	CC1CN(c2ccccn2)C(C)CN1C(=O)C(O)(c1ccccc1)c1ccccc1 (stereo unspecified)	-18%	4	12%	?	-23%	-4%	14%	-11%	-6%
2	O=C(NC(C(Cl)Cl)N1CCOCC1)c1ccccc1 (stereo unspecified)	16%	-9	-3%	10%	16%	-2%	-4%	13%	-2%
3	O=[N+]([O-])c1ccc(N2CCCCC2)c2ncccc12	-15%	-12	-21%	28%	-4%	-1%	-6%	-20%	-5%
4	Fc1ccc(N2CCN(Cc3ccc4c(c3)OCO4)CC2)cc1	1%	-1	-15%	-4%	-6%	6%	-17%	-4%	?
5	CC(c1ccccc1F)n1cc(C(=O)Nc2ccc3nc[nH]c3c2)nn1 (stereo unspecified)	-10%	-7	2%	14%	13%	-3%	-17%	-10%	-3%
6	COc1cc2oc(=O)c(CC(=O)N3C[C@H]4C[C@@H](C3)c3cccc(=O)n3C4)c(C)c2cc1Cl	-5%	-7	-9%	?	0%	4%	5%	3%	-21%
7	CC(Cc1ccccc1)N(C)CC1C(=O)C2CCC1C2 (stereo unspecified)	16%	-10	11%	5%	8%	-10%	0%	9%	-18%
8	COC(=O)C1=C(c2cc3ccccc3s2)C[C@@H]2CC[C@H]1N2C(=O)NCCO	-1%	20	-7%	18%	-12%	-6%	-1%	2%	7%
9	CN(C)c1ccc(/C=C/C=C/c2sc3ccccc3[n+]2C)cc1	21µM*	-90*	?	-1%	10µM*	?	12%	?	1%
10	O=c1[nH]c(=S)n(CCC2=CCCCC2)c(O)c1/C=N/Nc1ccccc1	?	0	?	?	-10%	-5%[11.6 µM]	-4%	?	-8%
11	O=Cc1c(C(=O)O)n(Cc2ccc(F)cc2Cl)c2ccccc12	-6%	39	5%	0%	5%	-9%	-5%	0%	1%
12	COc1ccc([C@@H]2COc3c(ccc4c3C=CC(C)(C)O4)C2)c(OC)c1	24%	-10	6%	-4%	-5%	-7%	4%	22%	-8%
13	O=C1C(Cc2cnc[nH]2)NC(=S)N1c1ccccc1 (stereo unspecified)	7%	7	-8%	0%	0%	1%	3%	8%	4%
14	COc1cc(C(=O)N2C[C@H]3C[C@@H](C2)c2cccc(=O)n2C3)cc(OC)c1OC	2%	-6	3%	-2%	0%	0%	-4%	-2%	-23%
15	C[C@H]1[C@@H](c2ccccc2)O[C@@H](c2ccccc2Br)N1C	0%	21	6%	4%	1%	2%	-3%	-11%	17%

# Part of the list above in order of molar mass, largest number first:
cpd	molecule	HT1080-NT tox	IL1B secr inh	ATXN2 expr inh	MCF10A rereplic	KB-3-1 cytotox	WRN helicase inh	SW480 rereplic	HT1080 IDH1KD tx	KB-V1 cytotox
10	O=c1[nH]c(=S)n(CCC2=CCCCC2)c(O)c1/C=N/Nc1ccccc1	?	0	?	?	-10%	-5%[11.6 µM]	-4%	?	-8%
12	COc1ccc([C@@H]2COc3c(ccc4c3C=CC(C)(C)O4)C2)c(OC)c1	24%	-10	6%	-4%	-5%	-7%	4%	22%	-8%
5	CC(c1ccccc1F)n1cc(C(=O)Nc2ccc3nc[nH]c3c2)nn1 (stereo unspecified)	-10%	-7	2%	14%	13%	-3%	-17%	-10%	-3%
11	O=Cc1c(C(=O)O)n(Cc2ccc(F)cc2Cl)c2ccccc12	-6%	39	5%	0%	5%	-9%	-5%	0%	1%
9	CN(C)c1ccc(/C=C/C=C/c2sc3ccccc3[n+]2C)cc1	21µM*	-90*	?	-1%	10µM*	?	12%	?	1%
2	O=C(NC(C(Cl)Cl)N1CCOCC1)c1ccccc1 (stereo unspecified)	16%	-9	-3%	10%	16%	-2%	-4%	13%	-2%
7	CC(Cc1ccccc1)N(C)CC1C(=O)C2CCC1C2 (stereo unspecified)	16%	-10	11%	5%	8%	-10%	0%	9%	-18%
3	O=[N+]([O-])c1ccc(N2CCCCC2)c2ncccc12	-15%	-12	-21%	28%	-4%	-1%	-6%	-20%	-5%

# Next section
cpd	molecule	HT1080-NT tox	IL1B secr inh	ATXN2 expr inh	MCF10A rereplic	KB-3-1 cytotox	WRN helicase inh	SW480 rereplic	HT1080 IDH1KD tx	KB-V1 cytotox
16	CCS(=O)(=O)NC(C)c1nnc2n1-c1ccc(Br)cc1C(c1ccccc1Cl)=NC2 (stereo unspecified)	-1%	38	nt	-2%	2%	5%	-6%	0%	-1%
17	CCOC(=O)[C@]12Cc3c(cc(OC)c(OC)c3OC)[C@H]1N(C)C(=O)c1cc(OC)ccc12	15µM*	-74*	11µM*	nt	2.9µM*	0%	nt	?	3.7µM*
18	O=C1/C(=C\c2ccc3c(c2)OCO3)N2CCC1CC2	14%	-15	0%	16%	-2%	-5%	7%	4%	5%
19	COc1ccc(C(=O)C2CCCN(CC3CCCCC3)C2)cc1OC (stereo unspecified)	1%	-11	-5%	nt	0%	-5%	nt	8%	5%
20	CN(CC(=O)Nc1ccccc1-c1ccccc1)C1CCCCC1	?	-10	0%	?	?	-34%[57.1 µM]	24%	-30%	?
21	CN1CCC(C)(O)C2CCCCC21 (stereo unspecified)	4%	3	-1%	-1%	1%	2%	-9%	15%	5%
22	C=CCn1c(O)c(C(CC)=NC2CC2)c(=O)[nH]c1=O	-7%	-2	1%	5%	-1%	2%	1%	1%	0%
23	COCCNC(=O)CN1C(=O)CN=C(c2ccccc2)c2ccccc21	15%	15	6%	5%	23%	-4%	1%	11%	21%
24	CC1CN=C(Nc2cccc3ccccc23)S1 (stereo unspecified)	2%	45	24%	-2%	13%	-3%	4%	-7%	-1%
25	C=CCC1(CN2CCCC2=O)C(=O)NC(=O)NC1=O	4%	4	-2%	0%	11%	-2%	-4%	0%	0%
26	Brc1ccc(Nc2c3c(nc4ncnn24)CCC3)cc1	-22%	8	-26%	-5%	-2%	-3%	-8%	?	16%
27	CCOP(=O)(Nc1ccc2c(c1)C(=NNC(N)=S)c1ccccc1-2)OCC	?	0	?	19%	?	-27%	-5%	?	-8%
28	C=CCn1c(O)c(C(C)=NCCO)c(=O)[nH]c1=O	5%	7	3%	-23%	-2%	0%	-4%	7%	17%
29	C[n+]1c(-c2ccccc2)cc(-c2ccc(Cl)cc2)cc1-c1ccccc1	?	-83*	?	-4%	?	4%	?	?	8%
30	CN1CCN(c2ccc(Cl)cc2N)CC1	-18%	-17	nt	1%	-2%	10%	4%	0%	-3%
31	CN(C(=O)c1ccc(Cl)nc1)C1(c2ccccc2Cl)CCCCC1=O (stereo unspecified)	-8%	31	0%	23%	-14%	5%	30%	-13%	22%
32	C=C1[C@H]2C[C@H]3[C@H]4N5C[C@]6(C)CCC[C@]47[C@H]([C@H]2O)[C@]3(C[C@]5(O)[C@H]67)[C@@H]1O	0%	4	1%	1%	0%	1%	?	5%	-10%
33	CC/C(=N\NC(=O)c1ccccc1O)c1c(O)n(C2CCCCC2)c(=O)[nH]c1=O	0%	-11	25%	-35%[inhibitor]	3%	-9%	3%	-14%	15%
34	O=C1NC(=O)C(=Cc2ccc(Oc3ccc([N+](=O)[O-])cc3)cc2)C(=O)N1	9%	7	-13%	5%	-6%	25µM*	0%	1%	-10%
35	CN(C(=O)CSc1nnc(COc2ccccc2F)n1N)C1CCCCC1	-1%	4	11%	-25%	3%	0%	-31%[inhibitor]	1%	-8%
36	CCC(C)n1c(O)c(/C=N/NC(=O)c2ccncc2)c(=O)[nH]c1=S (stereo unspecified)	-1%	15	-3%	7%	?	5%	-50%[inhibitor]	1%	?
37	CC(NCc1ccc(Cl)cc1)C(O)c1ccccc1 (stereo unspecified)	-5%	-5	-5%	-8%	1%	-5%	0%	?	4%
38	CCC1CO/C(=C(\C(Cl)=C(Cl)Cl)[N+](=O)[O-])N1Cc1ccc(Cl)nc1 (stereo unspecified)	18%	64	-6%	5%	1%	5%	-15%	13%	?
39	C(=N\NC1=NCCCCC1)/c1c[nH]c2ccccc12	19%	-2	-21%	-2%	-11%	-11%	21%	-3%	-3%
40	CC12C=CC(=O)C=C1CCC1C2C(=O)CC2(C)C(=O)CCC12 (stereo unspecified)	16%	0	-1%	?	2%	6%	-5%	10%	-41%
41	CCOC(=O)[C@]12Cc3cc4ccccc4cc3[C@H]1N(Cc1ccccc1)C(=O)c1ccccc12	16µM*	-110*	?	nt	5.2µM*	2%	nt	15µM*	?
42	COC(=O)C1=C(c2ccc(Cl)c(C(F)(F)F)c2)C[C@@H]2CC[C@H]1N2C(=O)N1CCCC1	0%	-10	-32%	?	?	-3%	8%	4%	-28%
43	O=C(CN1CCOCC1)c1ccc(Br)cc1	-23%	42	-33%	?	-1%	-6%	?	-14%	-2%
44	NS(=O)(=O)c1cc(C2(O)NC(=O)c3ccccc32)ccc1Cl (stereo unspecified)	-3%	8	9%&-8%	-42%[inhibitor]	0%	12%	-47%[inhibitor]	0%	10%
45	C=CCc1cc(C=C2C(=O)NC(=O)NC2=O)cc(OC)c1OCc1ccc(C(=O)O)cc1	-6%	-25	21%	?	5%	-11%	-34%	8%	19%
46	COc1ccc(CCN(C)Cc2c(F)cccc2F)cc1OC	13%	-4	4%	?	1%	-5%	0%	-20%	12µM*
47	Cc1ccc(S(=O)(=O)Cc2ccc(C(=O)N3CCC4(CC3)OCCO4)o2)cc1	11%	11	-1%	21%	15%	?	-14%	4%	1%
48	COCC(=O)N1Cc2ccccc2-n2nncc2C1	17%	15	13%	-1%	-2%	0%	-34%[inhibitor][9.22 µM]	9%	9%

# These rows are one share of the data; the hit share may differ from the screen's.
